KCNQ1 pot – potentiators or activators of KCNQ1 channel, primary screen, cell-based, thallium flux, high-throughput; Potassium voltage-gated channel subfamily KQT member 1 (Homo sapiens), P51787; CHO-K1 KCNQ1, thallium flux FluxOR fluorescence; stronger effect = higher value; B-score at 10 µM; 310,000 tested, 0.35% active; AID 2648, 2010;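 active means fluorescence ratio B-score, a plate-corrected score, at least three library SD, with initial intensity B-score within 5 SD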
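Material: CHO-K1 cells stably expressing KCNQ1. Medium: assay buffer for compound exposure, DMSO matched across wells. Reagent: K+/Tl+ depolarizing stimulus. Compound dosing: single-concentration screen. Times: 37 °C overnight plating, 90-min dark dye load, 20-min compound pretreatment. Technique: FluxOR Tl+ flux fluorescence.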
KCNK9 inh – KCNK9 potassium channel inhibitors, primary screen, HEK293 cells, thallium flux | Potassium channel subfamily K member 9 (Homo sapiens), Q9NPC2 | FluxOR thallium flux fluorescence; stronger effect = lower value | B-score at 10 µM | 310,000 tested, 1.2% active;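 active means ratio B-score over 3 SD below the library mean, with starting fluorescence within 5 SD of its mean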;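 further: negative B-score means less thallium flux so channel inhibition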
Target sequence (Q9NPC2 whole entry, looked up): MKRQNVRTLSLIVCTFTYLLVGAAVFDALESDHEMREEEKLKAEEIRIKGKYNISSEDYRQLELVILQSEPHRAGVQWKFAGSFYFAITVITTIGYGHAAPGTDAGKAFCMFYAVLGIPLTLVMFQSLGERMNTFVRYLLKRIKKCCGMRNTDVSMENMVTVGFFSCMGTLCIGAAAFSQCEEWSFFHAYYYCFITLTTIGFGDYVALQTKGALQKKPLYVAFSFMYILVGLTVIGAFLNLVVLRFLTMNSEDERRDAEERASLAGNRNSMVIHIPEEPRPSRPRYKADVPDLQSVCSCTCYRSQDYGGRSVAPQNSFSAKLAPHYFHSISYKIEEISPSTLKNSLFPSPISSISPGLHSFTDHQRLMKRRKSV
ANO1 block – TMEM16A chloride channel inhibitors, primary screen, cell-based, HTS | Anoctamin-1 (Mus musculus), Q8BHY3 | HEK293 TMEM16A/YFP iodide influx fluorescence, ionomycin | normalized B-score (activity score, 25-100; higher = stronger inhibition) at 10 µM | 310,000 tested, 1.2% active;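 active means ratio plate-corrected score three or more library SD toward inhibition, starting fluorescence score within five deviations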;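 further: score derived from kinetic fluorescence span divided by baseline fluorescence per well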
HDAC3 inh – HDAC3 deacetylase inhibitors, primary screen, biochemical, fluorescence, cell-free homogeneous; recombinant HDAC3, fluorogenic peptide/trypsin coupled; inhibition, % at 8.3 µM; AID 2718, 2010; Histone deacetylase 3 (Homo sapiens), O15379; 320,000 tested, 0.15% active; in the data active means inhibition above about 26%, passing the limit was not always enough; inconclusive means no clear call, values can overlap the other calls
Dyrk1A ADPGlo – rat Dyrk1A kinase inhibitors, primary screen, biochemical, single point, plate reader | Dual specificity tyrosine-phosphorylation-regulated kinase 1A (Rattus norvegicus), Q63470 | ADP-Glo luminescence, NFATc1 peptide | inhibition, % at 12.5 µM | 310,000 tested, 0.43% active; in the data active means inhibition above about 50%;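 further: plate controls were vehicle with enzyme for no effect and no enzyme for full effect; many of its hits are not listed in these tables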
TRPC4 act – activators of mouse TRPC4 channel, primary screen, Fluo4 calcium, HEK293 TRPC4beta/mu-opioid cells; Fluo4 calcium fluorescence; stronger effect = higher value; B-score at 10 µM; 310,000 tested, 0.49% active; AID 2237, 2010;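 active means B-score above 5 SD of library B-scores, and initial fluorescence ratio not above library mean plus 5 SD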;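 further: positive B-score marks a calcium rise read as TRPC4 activation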
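Technique: kinetic Fluo4 calcium fluorescence; Test system: TRPC4beta and mu-opioid receptor HEK293 stable cells; Measure: B-scored integrated calcium fluorescence ratio; Benchmarks: low control buffer alone, high control maximal DAMGO; Schedule: 45 min room-temperature Fluo4 loading, 110 s read.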
KCNQ1 inh – inhibitors of human KCNQ1 channel, primary screen, cell-based, thallium flux, high-throughput. CHO-K1 KCNQ1, FluxOR thallium flux fluorescence; stronger effect = higher value. B-score at 10 µM. 310,000 tested, 1.3% active. AID 2642, 2010;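 active means compounds whose thallium flux B-score, printed positive for inhibition, exceeds three library SD while starting fluorescence stays within three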;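 further: channel opened by potassium depolarization with thallium stimulus after 20 min compound exposure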
TRPC4 PAM – positive allosteric modulators of TRPC4, primary screen, cell-based, mouse TRPC4beta, HEK293 mu-opioid, Fluo-4 calcium | DAMGO EC20, Fluo-4 Ca2+ flux; stronger effect = higher value | 310,000 tested, 0.42% active | Short transient receptor potential channel 4 (Mus musculus), Q9QUQ5 | B-score at 10 µM | AID 2227, 2009;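 active means B-score of calcium response area above 5 SD of library B-scores, with initial fluorescence ratio within 5 SD of library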;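 further: B-score of integrated fluorescence ratio over time as area under calcium response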
KCNK3 inh – human KCNK3 channel inhibitors, primary screen, CHO cells, FluxOR thallium flux, B-score. Potassium channel subfamily K member 3 (Homo sapiens), O14649. FluxOR fluorescence; stronger effect = lower value. B-score at 10 µM. 340,000 tested, 0.84% active;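 active means B-score under library mean minus 4 SD, starting fluorescence ratio at most library mean plus 5 SD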;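 further: more negative B-score means stronger inhibition of thallium flux through KCNK3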
Target sequence (O14649 whole entry, looked up): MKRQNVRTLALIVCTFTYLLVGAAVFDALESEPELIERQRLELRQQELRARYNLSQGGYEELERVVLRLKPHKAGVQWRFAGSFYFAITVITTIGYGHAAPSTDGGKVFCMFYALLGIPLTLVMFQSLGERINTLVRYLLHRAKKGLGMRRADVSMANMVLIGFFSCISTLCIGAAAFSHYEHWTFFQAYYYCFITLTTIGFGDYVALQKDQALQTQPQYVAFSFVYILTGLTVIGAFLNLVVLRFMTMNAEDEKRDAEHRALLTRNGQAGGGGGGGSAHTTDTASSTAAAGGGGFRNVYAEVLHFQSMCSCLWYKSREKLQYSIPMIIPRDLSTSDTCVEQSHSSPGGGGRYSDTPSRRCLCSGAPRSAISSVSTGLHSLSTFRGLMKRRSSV
hERG protect – hERG rescue from dofetilide block, primary screen, cell-based, CHO-hERG, FluxOR thallium flux, dofetilide IC70. activation (rescue from dofetilide block), less the hit threshold, % at 10 µM. 310,000 tested, 0.51% active. dofetilide IC70 present. AID 1511, 2009;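 active means activation above the mean of controls blocked by dofetilide plus 5 SD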;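 further: thallium influx through hERG after potassium depolarization seen as dye fluorescence rise; in these data hits start at about 4.7%; inactives centre near -7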
ANO1 activ – TMEM16A chloride channel activators or potentiators, primary screen, cell-based, HTS | 340,000 tested, 0.3% active | AID 623877, 2012 | B-score at 10 µM | Anoctamin-1 (Mus musculus), Q8BHY3 | HEK293 TMEM16A/YFP-H148Q/I152L, iodide quench fluorescence; stronger effect = lower value;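 active means fluorescence-ratio B-score plate-corrected deviation score at least 3 library SD below zero, with starting fluorescence score within 5 deviations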;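 further: channel opened by trigger with iodide after compound preincubation; score built on the fluorescence ratio of max minus min over baseline; more negative score means more quench and so TMEM16A activation or potentiation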
The depositor's hits bear a star; i = inactive; ? = inconclusive; . = no result given. A portion of the library; count on the stated rates, not on these rows.

SMILES	KCNQ1 pot	KCNK9 inh	ANO1 block	HDAC3 inh	Dyrk1A ADPGlo	TRPC4 act	KCNQ1 inh	TRPC4 PAM	KCNK3 inh	hERG protect	ANO1 activ
S=C(Nc1ccccc1)N1CCCCC1	i	i	i	?	-0.2	i	i	i	i	-11.1	i
Cc1ccc2cc(CN(C)S(C)(=O)=O)c(=O)[nH]c2c1	i	i	i	0.1	0.1	i	i	i	i	-9.7	i
CCCCCc1c(C)nc(N2CCN(Cc3ccc4c(c3)OCO4)CC2)[nH]c1=O	i	i	i	-0.3	6.2	i	i	i	i	-7.8	i
Cn1ccnc1SCC(=O)NC1(C#N)CCCCC1	i	i	i	2.8	10.0	i	i	i	i	-12.0	i
CCCC(=O)N(c1ccc(C(=O)O)cc1)c1nc(-c2ccccc2)c(C)s1	i	i	i	-3.0	0.1	i	i	i	i	-6.3	i
CCc1nn(CC(=O)NC2CCN(Cc3ccccc3)CC2)c(=O)c2cc3cc(F)ccc3n12	i	i	i	-0.2	-3.4	i	i	i	i	2.7	i
Cc1ccc(-n2[nH]c(C)c(C=Nc3ccc(S(=O)(=O)N4CCOCC4)cc3)c2=O)c(C)c1	i	i	i	2.2	.	i	i	i	.	-1.9	.
COc1cccc2cc(-c3csc(NC(=O)CCC(=O)NCCCN4CCC(C)CC4)n3)c(=O)oc12	i	i	i	-3.9	-6.3	i	i	i	i	-13.9	i
O=C(Cc1ccccc1)c1c[nH]c(C(=O)NC2CCCC2)c1	i	i	i	3.6	4.1	i	i	i	i	-16.5	i
COc1ccc(C2CC(=O)N3CN(c4ccc(C)c(Cl)c4)CSC3=C2C#N)cc1OC (configuration not stated)	i	i	i	42.5*	6.8	i	i	i	i	-17.3	i
Nc1nc(SCC(=O)N2CCOCC2)n[nH]1	i	i	i	-1.4	-2.9	i	i	i	i	-11.8	i
COc1ccc(/C=C/C(=O)N2CCCc3ccccc32)cc1	i	i	i	-0.5	0.8	i	i	i	i	-10.5	i
Cc1c(Br)c([N+](=O)[O-])nn1CCCC(=O)NC(C)c1ccccc1 (configuration not stated)	i	i	i	1.3	-7.9	i	i	i	i	-10.5	i
Cc1ccc(NC(=O)Nc2ccccc2)nc1	i	i	i	-0.2	2.2	i	i	i	i	-4.6	i
COCCN(C(=O)COC(=O)Cc1coc2cc(C)ccc12)c1c(N)n(Cc2ccccc2)c(=O)[nH]c1=O	i	i	i	-5.1	4.4	i	i	i	i	-10.8	i
COC(=O)c1ccccc1NC(=O)CSc1nc2ncccc2[nH]1	i	i	i	-0.4	-4.5	i	i	i	i	-17.9	i
CCN(C(=O)c1ccc2c(=O)n3c(nc2c1)CCCCC3)c1cc(OC)ccc1OC	i	i	i	-4.8	-2.5	i	i	i	i	-4.5	i
CCOC(=O)c1c(NC(=O)C2c3ccccc3Oc3ccccc32)sc(C(C)=O)c1C	i	-7.35*	i	-1.0	.	i	i	i	i	-11.5	i
O=C1OC(c2ccc(F)cc2)=C/C1=C\c1ccc([N+](=O)[O-])o1	i	i	i	-2.7	.	i	i	i	.	-8.5	.
O=C(O)C/C(=C\c1ccc(Cl)cc1)c1nc2ccccc2o1	i	i	i	4.2	-6.4	i	i	i	i	-2.9	i
Cc1cc(C)cc(OCC(=O)Nc2ccncc2)c1	i	i	i	9.1	9.8	i	i	i	i	-0.5	i
CCOc1ccc(CCNC(=O)C(C)n2nc(C)c3c(C)n(-c4ccccc4)nc3c2=O)cc1 (configuration not stated)	i	i	i	3.0	-3.6	i	i	i	i	-8.5	i
COC(=O)CNC(=O)c1cc(-c2ccncc2)nc2c(C)c(Cl)ccc12	i	i	i	-8.0	.	i	i	i	i	-16.7	i
O=C1C(C2=C(O)c3ccccc3C2=O)=Nc2ccccc21	i	i	i	7.5	4.2	i	i	i	i	-3.4	i
O=C(NCCCN1CCCC1=O)C(=O)NCC1OCCCN1S(=O)(=O)c1cc(F)ccc1F (configuration not stated)	i	i	i	1.2	-2.4	i	i	i	i	-7.0	i
Cc1ccc(C(=O)CSc2nc3ccccc3c(=O)n2-c2ccccc2)s1	i	i	i	4.0	0.5	i	i	i	i	-3.5	i
Cc1ccc2nc(SCC(=O)c3ccc(Cl)cc3)nc(=O)n2c1	i	i	i	1.1	-6.3	i	i	i	i	-8.1	i
CC(=O)N1N=C(c2ccc(C)cc2)CC1c1ccco1 (configuration not stated)	i	i	i	2.3	1.3	i	i	i	i	-8.3	i
CCN(CC)S(=O)(=O)c1cccc(C(=O)NCCc2ccccc2)c1	i	i	i	2.9	.	i	i	i	i	-12.9	i
COc1ccc(C(=O)N2CCN(c3nc4cc(C)ccc4cc3C#N)CC2)c(OC)c1	i	i	i	-2.1	5.4	i	i	i	i	-9.1	i
CCC(C)NC(=O)c1[nH]c(C)c(C(=O)OC)c1C (configuration not stated)	i	i	i	-2.8	-2.2	i	i	i	i	-9.0	i
CCc1ccccc1N1C(=O)C(Cl)=C(N2CCOCC2)C1=O	i	i	i	-8.3	4.8	i	i	i	i	-1.6	i
N/C(=N\OCc1ccccc1)c1nonc1N	i	i	i	?	.	i	i	i	i	-7.4	i
O=C(Nc1ccccn1)c1nc(-c2ccccc2)n(-c2ccccc2)n1	i	i	i	3.7	-1.5	i	i	i	i	-7.3	i
O=C(CN1CCOCC1)N/N=C/c1cccc2ccccc12	i	i	i	2.7	.	i	i	i	i	-7.1	i
O=C(Nc1ccccc1C(=O)Nc1cccnc1)c1ccccc1	i	i	i	2.5	1.5	i	i	i	i	-2.8	i
COc1cc(CCC(=O)N2CCN(c3ncccn3)CC2)cc(OC)c1OC	i	i	i	-8.3	0.0	i	i	i	i	-4.4	i
Cc1ccc(C)c(COC(=O)CCN=C2NS(=O)(=O)c3ccccc32)c1	i	i	i	-0.8	9.9	i	i	i	i	-14.8	i
O=[N+]([O-])c1ccc2c(c1)nc1n2CCSC1	i	i	i	5.9	.	i	i	i	i	-10.8	i
N#Cc1cc2c(nc1SCc1ccccc1)CCCC2	i	i	i	-3.4	-1.1	i	i	i	i	-2.7	i
C=CCn1c(CCNC(=O)c2cccs2)n[nH]c1=S	i	i	i	3.4	2.2	i	i	i	i	-6.0	i
COc1cccc(-c2nnc(SCC3CNC(=O)O3)n2-c2ccc(Cl)cc2)c1 (configuration not stated)	i	i	i	-3.8	-0.4	i	i	i	i	-8.5	i
COc1ccccc1CCC(=O)Nc1ccc2c(c1)CN(Cc1ccc(C)o1)CC2	i	i	i	0.5	0.7	i	i	i	i	-10.9	i
Cc1cc(C)nc(SCC(=O)N/N=C/c2cccn2-c2ccc(O)cc2)n1	i	i	i	10.6	8.3	i	i	i	i	-7.1	i
O=C1CNC(=S)N1C(CO)c1ccccc1 (configuration not stated)	i	i	i	4.0	-2.3	i	i	i	i	-3.4	i
COc1ccc(C(=O)c2coc3ccc(O)c(CN4CCCCC4)c23)cc1	i	i	i	-4.2	-1.0	i	i	i	i	-10.5	i
CC(=O)Nc1ccc(S(=O)(=O)NC2(C(F)(F)F)NC(=O)N(Cc3ccccc3)C2=O)cc1 (configuration not stated)	i	i	i	1.6	.	i	i	i	i	-9.6	i
OCCC1CN(Cc2cccc3nccnc23)CCN1Cc1ccc(F)c(F)c1 (configuration not stated)	i	i	i	0.6	0.8	i	i	i	i	-1.1	i
COc1ccc(/C=N/NC(=O)COc2cccc3ccccc23)c(C(=O)O)c1OC	i	i	i	5.3	1.4	i	i	i	i	-4.2	i
CCOC(=O)N/N=C\c1ccc(OC(=O)c2ccco2)cc1	i	i	i	8.5	7.6	i	i	i	i	-9.3	i
CCN(Cc1cnn(C)c1)Cc1nc(C(c2ccccc2)c2ccccc2)no1	i	i	i	2.9	-0.8	i	i	i	i	-9.3	i
CCOC(=O)NC(=O)c1cn(-c2ccc(OC)cc2)c(=O)[nH]c1=O	i	i	i	7.0	4.3	i	i	i	i	-0.4	i
Cn1c(=O)c2c(ncn2Cc2cccc(Cl)c2)n(C)c1=O	i	i	i	3.8	.	i	i	i	i	-0.8	i
CCC(CC)c1nc(C#N)c(NCc2ccccc2)o1	i	i	i	-1.0	2.3	i	i	i	i	-3.1	i
OCCC1CN(Cc2cccn2-c2ccccn2)CCN1C1CCCCC1 (configuration not stated)	i	i	i	-0.7	4.8	i	i	i	i	-9.1	i
O=C(Cc1ccccc1)Nc1ccccc1C(=O)N1CCCCCC1	i	i	i	4.0	-1.7	i	i	i	i	-10.7	i
Cc1nnc(SCC(=O)c2ccccc2)n1Cc1ccccc1	i	i	i	4.1	1.4	i	i	i	i	-6.9	i
CC1CCCC(NC(=O)c2ccc3c(c2)N(Cc2ccccc2)C(=O)CS3=O)C1C (configuration not stated)	i	i	i	-12.6	-1.8	i	i	i	i	-9.0	i
CC(=O)Nc1ccc(-c2nnc(SCc3ccccc3C#N)n2C)cc1	i	i	i	-1.6	0.4	i	i	i	i	-18.5	i
C/C(=N\NC(=O)CN1CCN(S(=O)(=O)c2ccc(C)cc2)CC1)c1cccnc1	i	i	i	8.3	1.9	i	i	i	i	-7.6	i
COc1ccc(N2CCc3c(C)nc4c(OC)cccc4c32)cc1	i	i	i	2.8	.	i	i	i	i	-27.5	i

Pulled one by one from the list above:
SMILES	KCNQ1 pot	KCNK9 inh	ANO1 block	HDAC3 inh	Dyrk1A ADPGlo	TRPC4 act	KCNQ1 inh	TRPC4 PAM	KCNK3 inh	hERG protect	ANO1 activ
Cc1c(Br)c([N+](=O)[O-])nn1CCCC(=O)NC(C)c1ccccc1 (configuration not stated)	i	i	i	1.3	-7.9	i	i	i	i	-10.5	i
COc1ccccc1CCC(=O)Nc1ccc2c(c1)CN(Cc1ccc(C)o1)CC2	i	i	i	0.5	0.7	i	i	i	i	-10.9	i

Source: PubChem BioAssay (several laboratories)
